# Screening data from PubChem.
# M4 antag = human M4 muscarinic receptor antagonists, primary screen, CHO cells, Fluo-8 calcium fluorescence; CHO-hM4 cells, ACh EC80; inhibition, % at 3 µM; hit rate 0.73% among 360,000;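 active means inhibition above its plate's cutoff, the mean inhibition of sample wells plus 3 SD, cut at about 27% in these data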;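 further: 0% = acetylcholine EC80 with DMSO and 100% = DMSO without agonist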
# Target sequence (P08173 whole entry, looked up): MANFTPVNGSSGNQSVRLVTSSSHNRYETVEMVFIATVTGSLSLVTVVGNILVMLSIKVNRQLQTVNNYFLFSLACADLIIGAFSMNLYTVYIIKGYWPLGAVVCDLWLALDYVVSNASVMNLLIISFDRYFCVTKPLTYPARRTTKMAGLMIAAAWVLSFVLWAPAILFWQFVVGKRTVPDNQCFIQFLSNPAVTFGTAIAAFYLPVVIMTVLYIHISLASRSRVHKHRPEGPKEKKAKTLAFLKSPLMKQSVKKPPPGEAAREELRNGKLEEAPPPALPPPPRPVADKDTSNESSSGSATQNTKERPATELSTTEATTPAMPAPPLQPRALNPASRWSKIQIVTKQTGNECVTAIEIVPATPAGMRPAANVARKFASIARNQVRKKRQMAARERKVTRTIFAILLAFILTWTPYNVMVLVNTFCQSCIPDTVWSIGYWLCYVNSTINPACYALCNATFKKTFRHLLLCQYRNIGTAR
# M5 antag = human M5 muscarinic receptor antagonists, primary screen, CHO cells, Fluo-8 calcium fluorescence; Muscarinic acetylcholine receptor M5 (Homo sapiens), P08912; CHO-hM5 cells, ACh EC80; inhibition, % at 3 µM; hit rate 0.59% among 360,000; AID 624040, 2012;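 active means inhibition above a per-plate cutoff, the mean of that plate's test compounds plus 3 SD, cut at about 27% in these data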;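 further: 0% = acetylcholine EC80 with DMSO and 100% = DMSO without agonist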
# Target sequence (P08912 whole entry, looked up): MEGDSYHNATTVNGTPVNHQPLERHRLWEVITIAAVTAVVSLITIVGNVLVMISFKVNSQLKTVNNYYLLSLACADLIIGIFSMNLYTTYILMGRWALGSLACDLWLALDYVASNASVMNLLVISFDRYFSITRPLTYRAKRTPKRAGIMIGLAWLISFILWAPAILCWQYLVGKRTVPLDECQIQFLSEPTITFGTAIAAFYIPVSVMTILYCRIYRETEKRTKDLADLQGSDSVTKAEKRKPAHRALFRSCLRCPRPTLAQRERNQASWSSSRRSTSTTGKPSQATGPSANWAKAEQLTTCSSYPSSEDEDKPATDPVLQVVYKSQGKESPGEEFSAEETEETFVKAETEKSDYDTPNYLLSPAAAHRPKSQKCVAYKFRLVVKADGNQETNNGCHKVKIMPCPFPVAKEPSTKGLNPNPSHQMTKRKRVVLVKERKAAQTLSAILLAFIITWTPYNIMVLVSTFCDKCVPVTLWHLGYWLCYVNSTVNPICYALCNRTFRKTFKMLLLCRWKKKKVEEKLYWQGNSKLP
# CHRM5 PAM = human M5 muscarinic receptor positive allosteric modulators, primary screen, CHO-K1 cells, Fluo-8 calcium fluorescence. CHO-K1 hM5, ACh EC20 PAM; 0% = ACh EC20, 100% = ACh EC100. activation, % at 3 µM. hit rate 0.3% among 360,000;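 active means activation above the run cutoff, the mean activation of all test compounds plus 3 SD, cut at about 18% in these data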
#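 System: CHO-K1 cell line with stable human muscarinic M5 receptor expression | Also added: EC20 acetylcholine as agonist stimulus | Compound: One concentration, 3 µM final (nominal) | Timing: Fluo-8 loading 80 min at 37 °C plus 30 min room temperature | Measured by: Fluo-8 calcium dye fluorescence, kinetic read | Read-out basis: % activation, ACh-normalized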
# CHRM5 agonist = human M5 muscarinic receptor agonists, primary screen, CHO-K1 cells, Fluo-8 calcium fluorescence. Muscarinic acetylcholine receptor M5 (Homo sapiens), P08912. CHO-K1 hM5 cells; 0% DMSO wells, 100% maximal acetylcholine response. activation, % at 3 µM. hit rate 0.19% among 360,000. AID 624037, 2012;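 active means activation above the run's mean over test compounds plus 3 SD, cut at about 23% in these data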;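 further: signal is peak over basal fluorescence ratio across the kinetic read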
# M4 PAM = human M4 muscarinic receptor positive allosteric modulators, primary screen, CHO-K1 cells, Fluo-8 calcium fluorescence. activation, % at 3 µM. hit rate 0.4% among 360,000. CHO-K1 hM4/Gqi5, ACh EC20; 0% = ACh EC20, 100% = maximal ACh. AID 624126, 2012;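 active means activation above its plate's cutoff, the mean activation of sample wells plus 3 SD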; further: some results filed as inactive read as strong as hits
# M1 antag = human M1 muscarinic receptor antagonists, primary screen, CHO-K1 cells, Fluo-8 calcium fluorescence, 1536-well; CHO-K1 hM1, ACh EC80 antagonist; hit rate 1.3% among 360,000; inhibition, % at 3 µM; Muscarinic acetylcholine receptor M1 (Homo sapiens), P11229;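 active means percent inhibition above its own plate's cutoff, namely the mean of that plate's compound wells plus 3 SD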;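 further: peak over basal fluorescence ratio during 140 s after agonist addition; 0% = ACh EC80 plus DMSO and 100% = DMSO alone without agonist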
# M4 ag = human M4 muscarinic receptor agonists, primary screen, CHO-K1 cells, Fluo-8 calcium fluorescence. Muscarinic acetylcholine receptor M4 (Homo sapiens), P08173. CHO-K1 hM4/Gqi5; vehicle 0%, full acetylcholine response 100%. activation, % at 3 µM. hit rate 0.14% among 360,000. AID 624127, 2012;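 active means activation above the run mean over all test wells plus 3 SD, cut at about 32% in these data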;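 further: peak over basal fluorescence ratio per well then scaled between controls; 0% = DMSO wells and 100% = acetylcholine at EC100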
# CHRM1 PAM = human M1 muscarinic receptor positive allosteric modulators, primary screen, CHO-K1 cells, Fluo-8 calcium fluorescence, 1536-well. Muscarinic acetylcholine receptor M1 (Homo sapiens), P11229. CHO-K1 hM1, ACh EC20; 0% = ACh EC20, 100% = maximal ACh. activation, % at 3 µM. hit rate 0.088% among 360,000; in the data active means activation above about 19%, passing the limit was not always enough
# CRFR2-BP ag = agonists of CRF-BP/CRF-R2 complex, primary screen, cell-based, HEK293, calcium dye fluorescence, uHTS | CRF-binding protein / CRF receptor 2 complex (human) | hit rate 0.46% among 350,000 | activation, % at 13.2 µM | calcium dye fluorescence (FLIPR); percent of saturating CRF peptide response;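 active means activation of at least 50%, plus an integration ratio under a set limit after plate pattern correction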;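 further: plate controls were neutral control wells without compound for no effect and CRF at EC100 for full effect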
# * hit, by the source's call; . = no result given.
# Values run as follows: M4 antag	M5 antag	CHRM5 PAM	CHRM5 agonist	M4 PAM	M1 antag	M4 ag	CHRM1 PAM	CRFR2-BP ag
Cc1nc(N)sc1N=Nc1ccc(F)cc1
    1	0	-2	3	-3	-17	1	14	0.6
C[C@@H]1Cn2cnc(C(=O)NCc3ccc(CNC(=O)OC(C)(C)C)cc3)c2C(=O)N1
    -18	-11	2	1	2	3	2	-1	-1.4
O=C(NCCNc1ccc([N+](=O)[O-])cc1)c1cccc(Br)c1
    10	3	-7	-1	-7	0	1	-3	-0.2
O=C(COc1ccc(Br)cc1)Nc1ccccc1C(=O)N1CCOCC1
    -7	11	-6	-1	-8	2	10	0	-1.6
Cc1nnc(SCC(=O)Nc2sccc2C(N)=O)s1
    8	10	0	2	3	18	3	-10	0.7
O=C(Nn1nnnc1Nc1ccccc1)C12CC3CC(CC(C3)C1)C2
    -8	4	-10	2	-10	6	8	-11	1.2
Cc1ccc(S(=O)(=O)NNc2ccccc2)c(C)c1
    -11	-1	-4	1	5	14	0	-9	-0.2
COc1ccccc1NS(=O)(=O)c1ccc(/C=C/C(=O)N2CCN(C(C)=O)CC2)cc1
    0	9	-1	-2	6	-14	1	13	0.4
Cc1csc(=Nc2cccnc2)n1CC1CCCCC1
    11	5	-6	-2	-1	1	0	-6	-2.6
CCC(C)N1C(=O)CCC1C(=O)O (centres undefined)
    -7	0	0	0	19	-6	1	8	4.0
CC1=NN(c2ccccc2)C(=O)/C1=C\N1CC(C)OC(C)C1 (centres undefined)
    3	14	-5	0	-1	1	-1	0	-0.4
CCOC(=O)c1cc2n(n1)C(C(F)(F)C(F)(F)F)CC(C)N2 (centres undefined)
    -1	11	-2	-1	1	-33	0	19	-0.2
COc1ccccc1CNC(=O)CNCCc1ccc(OC)c(OC)c1
    2	-6	7	2	-4	-5	1	-1	-1.0
COc1ccccc1-c1cc(C(F)(F)F)nc(NCc2ccco2)n1
    -2	-2	1	-6	-1	-5	-2	5	0.5
CC(C)C(C(=O)NCc1ccccc1)N1CCN(c2ccccc2F)CC1 (centres undefined)
    -12	-2	-1	1	2	.	4	.	.
O=C(NCc1ccccc1Cl)C1CCC(=O)N(C2CCCC2)C1 (centres undefined)
    5	6	0	-3	-6	-14	3	11	-1.2
CCN(CC)C1=CC2=CC(=C(C#N)C#N)CCC2CC1 (centres undefined)
    42*	61*	-23	384*	-21	63*	210*	-32	533
Cc1occc1C(=O)N1CCCC(N2CCN(c3ccccc3F)CC2)C1 (centres undefined)
    15	7	2	-3	-4	-11	2	3	0.5
O=C(NCc1ccccc1Cl)[C@H]1CCCN1C(=O)[C@H]1CCCN1C(=O)c1cccs1
    -4	-10	6	1	2	.	0	.	.
Cn1c(=O)c(=O)n(C)c2cc(S(=O)(=O)N3CCN(c4cccc(C(F)(F)F)c4)CC3)ccc21
    -7	-4	-4	-1	-2	1	0	0	-0.6
COc1ccc(C/C(N)=N/n2cnnc2)cc1
    -1	-2	-3	1	0	-18	1	-2	-1.0
Cc1ccc(/C=N/Nc2cc(C)nc(NCc3ccccc3)n2)cc1
    3	8	-12	-9	-16	13	-1	-6	-2.0
COc1ccc(OCC(O)CNS(=O)(=O)c2cccc(Cl)c2)cc1 (centres undefined)
    4	12	-10	-3	-2	0	1	-1	-1.3
CCOc1ccccc1NC(=O)COC(=O)Cc1ccsc1
    4	0	3	-1	3	-7	1	9	0.8
N#CCCN(C(=O)COC(=O)CNC(=O)c1ccc(-c2ccccc2)cc1)c1ccc(F)cc1
    -1	13	-8	-1	-2	-4	5	7	-0.2
O=S(=O)(c1ccc(F)c(F)c1F)N1CCN(c2ncnc3sccc23)CC1
    6	20	-25	0	-8	26	11	-16	5.4
Cc1ccc2oc(-c3cccc(NC(=O)Cc4cccs4)c3)nc2c1
    -12	-3	-4	1	8	-3	1	2	11
C=CCn1c(CNC(=O)c2ccco2)nnc1SCC(=O)c1ccccc1
    -13	6	6	-2	1	-8	2	5	-0.4
CCc1ccc(CN(C)CC(=O)Nc2ccc3c(c2)CCC3)cc1
    -5	-4	0	-7	-3	-6	-1	1	1.2
COc1ccccc1N1CCN(C(=O)c2cc3c(s2)-c2ccccc2OC3)CC1
    -13	-1	-7	-2	-6	-6	4	0	0.4
CCCC(=O)Nc1ccc(Cl)c(NC(=S)NC(=O)C(C)C)c1
    2	-8	1	2	-2	-5	3	11	3.4
CC1CCCCC1NC(=O)C1CC(=O)N(Cc2ccccc2)C1 (centres undefined)
    -3	-12	2	-1	5	-5	1	7	0.5
C[C@H](NC(=O)c1nc[nH]c1C(=O)NCC(=O)OC(C)(C)C)C(=O)OC(C)(C)C
    -1	2	6	3	5	-6	7	6	-1.6
Cc1ccc(C)c(OCc2nnc(SCC(=O)NC(=O)NCc3ccco3)o2)c1
    -4	10	-4	-2	-4	-3	1	-4	-0.3
CC1(c2cc(F)ccc2F)NC(=O)N(CC(=O)Nc2cccc(S(=O)(=O)N3CCCC3)c2)C1=O (centres undefined)
    -3	-1	3	2	0	1	2	1	-0.4
Cc1ccc(C(=O)CSc2nc(N)cc(=O)[nH]2)cc1C
    7	5	-7	6	-2	-9	2	-2	0.2
CC1=C(C(=O)Nc2ccccc2C(=O)NCCCN2CCN(C)CC2)SCCO1
    -4	7	2	-4	-7	-6	0	10	2.2
CCOc1ccc(N2CC(C(=O)Nc3cccc(C(=O)NC4CC4)c3)CC2=O)cc1 (centres undefined)
    -8	5	-5	0	7	-17	0	9	-0.3
COc1ccc(C(=O)NC(=S)NC2CCCCC2)cc1
    -10	-22	3	-2	4	-7	-1	5	1.1
CC(OC(=O)c1cc2ccccc2cc1O)C(=O)Nc1ccc(S(N)(=O)=O)cc1 (centres undefined)
    5	5	7	-5	-2	-27	1	13	1.4
Cc1ccccc1OCCn1nc(C(=O)O)c2ccccc2c1=O
    -6	-9	0	6	-3	-9	8	-2	-1.0
O=C(C1=C[C@@H](c2ccc(Br)cc2)C[C@@H](OCc2ccc(CO)cc2)O1)N1CCOCC1
    -3	7	-1	0	-1	6	0	8	-1.2
CCOc1ccc2nc(SCC(=O)NC3CCCc4ccccc43)sc2c1 (centres undefined)
    -6	2	3	2	4	-10	-1	11	3.2
COc1ccc(C2=NCCn3nc4cc(OC)ccc4c32)cc1
    -7	16	0	-4	3	-5	0	1	-1.0
O=C(NCc1ccc(F)cc1)C(c1ccc(F)cc1)N(C(=O)c1csnn1)C1CC1 (centres undefined)
    2	9	-2	-1	-6	-8	2	2	-1.0
CCOC(=O)C1CCN(c2ccc(-c3cccs3)nn2)CC1
    -2	0	-1	-5	-5	2	0	4	0.2
Cc1ccc2occ(C(c3nnnn3Cc3ccccc3)N3CCOCC3)c(=O)c2c1 (centres undefined)
    4	4	-8	-1	10	-12	2	7	-1.2
CC(C)NC(=O)NNC(=O)Cn1nnc(-c2cccc(Cl)c2Cl)n1
    -1	3	0	-5	-1	-14	1	16	5.0
Nc1c(C(=O)NCc2ccccc2)nnn1Cc1ccc(F)cc1
    -13	1	-2	18	7	-5	20	4	8.8
O=C(NCCCN1CCCCCC1)c1ccc(N2CCCC2=O)cc1
    5	5	-7	-5	-4	-4	1	6	2.8
Nc1nonc1C(=O)NCCNC(=O)c1cccs1
    3	-3	0	0	4	-28	1	4	-0.5
Cc1ccc(-c2nc(CS(=O)CC(=O)NC3CCC(C)CC3)c(C)o2)cc1 (centres undefined)
    -5	-1	0	-2	4	-7	0	4	-3.3
O=C(C1=C[C@H](c2coc3ccccc3c2=O)C[C@H](OCCCCO)O1)N1CCOCC1
    -6	7	2	3	19	-19	1	18	-4.3
C/C(CC(C)C)=N\NS(=O)(=O)c1ccc(C)c([N+](=O)[O-])c1
    10	-2	5	2	5	-42	-1	9	1.1
CCOC(=O)c1c(C)[nH]c(C)c1C(=O)COC(=O)c1nc2nccc(C)n2n1
    -1	11	3	-3	4	-12	3	11	-1.2
COc1cc(N(CCCn2cnc3c(SC)ncnc32)CCCn2cnc3c(SC)ncnc32)cc(OC)c1OC
    2	3	-1	-1	-2	-10	2	2	-0.2
O=C(COc1ccccc1)NCc1nnc(SCC(=O)Nc2nccs2)n1-c1ccccc1
    -1	-1	0	1	-3	-6	0	0	-0.3
O=C(Cc1ccccc1)NCC(=O)N1CCC2(CC1)NCCc1[nH]cnc12
    7	-9	7	-3	-5	-10	1	10	-0.1
Cc1ccc(-n2nnnc2-c2cnc3cc4c(cc3c2C)OCO4)cc1
    -16	1	-4	-2	7	6	2	0	-2.4
O=C1CN(C(=O)COc2c(Cl)cccc2Cl)c2ccccc2N1
    0	8	0	-2	-3	-15	3	10	0.1

# The list goes on:
# Values run as follows: M4 antag	M5 antag	CHRM5 PAM	CHRM5 agonist	M4 PAM	M1 antag	M4 ag	CHRM1 PAM	CRFR2-BP ag
CCOC(=O)C1CCN(C(=O)c2c(-c3ccccc3)noc2C)CC1
    -4	8	-1	3	13	1	5	5	3.3
CCC(C)(C)NC(=O)C1CCC(CNS(=O)(=O)c2cccc3nsnc23)CC1 (centres undefined)
    -2	6	-5	2	-4	-7	8	-1	-1.4
Cc1cc(C(=O)COC(=O)CC(NC(N)=O)c2ccc(Cl)cc2)c(C)n1C (centres undefined)
    4	-5	1	4	8	5	0	4	0.9
O=P(O)(CP(=O)(c1ccccc1)c1ccccc1)c1ccccc1
    -6	-4	8	-1	8	-29	1	4	0.7
C#CCOCCOCCOCCNc1nc(N2CCN(C(=O)CCCCCCCCCCNC(=O)Cn3cc(C[C@@H](C)O)nn3)CC2)nc(N2CCN(C(=O)CCCCCCCCCCNC(=O)[C@@H](CCSC)n3cc(CCO)nn3)CC2)n1
    -17	-1	-5	3	7	-4	1	5	5.7
CN(CCC(=O)Nc1cc(S(=O)(=O)N(C)C)ccc1Cl)CC(=O)Nc1ccc(F)cc1
    -15	-5	-4	1	-3	-8	7	6	-1.0
Cc1cc(C)c2nc(C(F)(F)F)nc(N3CC(C)OC(C)C3)c2c1 (centres undefined)
    -8	-6	1	-6	-3	-15	-1	-7	-1.1
C/C(=N/NC(=O)CN1CCN(Cc2ccccc2Cl)CC1)c1cccs1
    0	-6	1	0	-4	-10	2	8	0.7

# Complete entries from above. Screens in order: M4 antag | M5 antag | CHRM5 PAM | CHRM5 agonist | M4 PAM | M1 antag | M4 ag | CHRM1 PAM | CRFR2-BP ag
# O=C(COc1ccccc1)NCc1nnc(SCC(=O)Nc2nccs2)n1-c1ccccc1 is listed as -1 | -1 | 0 | 1 | -3 | -6 | 0 | 0 | -0.3
# CC(C)C(C(=O)NCc1ccccc1)N1CCN(c2ccccc2F)CC1 (centres undefined) is listed as -12 | -2 | -1 | 1 | 2 | . | 4 | . | .
# Cc1ccc2oc(-c3cccc(NC(=O)Cc4cccs4)c3)nc2c1 is listed as -12 | -3 | -4 | 1 | 8 | -3 | 1 | 2 | 11
